Compound activity: PubChem BioAssay, several laboratories
CYP2C19 inh: blocks human cytochrome P450 2C19 | actives 21% (n = 96,000) | P33261 | inhibition, % at 5 µM | CYP2C19 Supersomes, luciferin-H EGE luminescence, 30 min | AID 778;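 active = CYP2C19 inhibition above a set limit at 5 µM in the primary screen, cut at about 50% in these data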;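 note: plate controls were negative control wells for no effect and 2.5 mM tranylcypromine positive control for full effect; values of inactives mirror those of a sister screen read the other way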
Target sequence (P33261 whole entry, looked up): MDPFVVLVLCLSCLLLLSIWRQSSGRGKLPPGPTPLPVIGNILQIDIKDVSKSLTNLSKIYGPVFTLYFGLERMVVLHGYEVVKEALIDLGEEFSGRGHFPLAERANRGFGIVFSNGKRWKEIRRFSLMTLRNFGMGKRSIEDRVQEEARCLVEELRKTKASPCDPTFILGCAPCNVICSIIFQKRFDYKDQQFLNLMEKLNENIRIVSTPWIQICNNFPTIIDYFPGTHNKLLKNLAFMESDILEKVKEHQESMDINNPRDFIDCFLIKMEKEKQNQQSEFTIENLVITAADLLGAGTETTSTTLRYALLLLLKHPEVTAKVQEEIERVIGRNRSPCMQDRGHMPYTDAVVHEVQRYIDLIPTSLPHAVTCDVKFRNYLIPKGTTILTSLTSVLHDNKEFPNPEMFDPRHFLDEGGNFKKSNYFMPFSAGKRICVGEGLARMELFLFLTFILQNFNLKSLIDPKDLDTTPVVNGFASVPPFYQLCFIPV
ERa SRC1 inh: blocks coactivator binding to human estrogen receptor alpha. P03372. TR-FRET ER-alpha LBD / SRC-1 peptide, estradiol-bound. inhibition, % at 25.6 µM. actives 1.7% (n = 86,000). AID 629; in the data active = inhibition above about 50%;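 note: 0% = receptor plus peptide control and 100% = peptide only without receptor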
Target sequence (P03372 whole entry, looked up, the tested form may be a part): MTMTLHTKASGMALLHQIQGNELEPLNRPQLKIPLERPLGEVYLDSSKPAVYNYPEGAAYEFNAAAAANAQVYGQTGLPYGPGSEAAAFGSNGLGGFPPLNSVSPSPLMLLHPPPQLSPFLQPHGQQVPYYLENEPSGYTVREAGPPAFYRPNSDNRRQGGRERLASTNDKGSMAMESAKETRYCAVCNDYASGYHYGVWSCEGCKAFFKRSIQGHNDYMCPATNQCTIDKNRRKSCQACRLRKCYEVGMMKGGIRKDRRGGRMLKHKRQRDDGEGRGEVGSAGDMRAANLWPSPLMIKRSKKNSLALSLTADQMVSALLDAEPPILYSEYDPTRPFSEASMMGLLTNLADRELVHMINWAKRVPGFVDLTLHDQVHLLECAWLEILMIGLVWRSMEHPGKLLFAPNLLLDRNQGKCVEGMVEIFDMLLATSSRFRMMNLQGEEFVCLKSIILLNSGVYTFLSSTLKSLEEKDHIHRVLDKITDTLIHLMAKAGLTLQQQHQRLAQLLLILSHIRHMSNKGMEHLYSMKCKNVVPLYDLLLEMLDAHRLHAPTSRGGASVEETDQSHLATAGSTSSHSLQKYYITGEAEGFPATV
HUVEC prolif 384: inhibitors of human endothelial cell proliferation | viability, % at 10 µM (by protocol) | HUVEC proliferation, CellTiter-Glo luminescence, 72 h; hits give low values | AID 648 | actives 1.1% (n = 86,000);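 active = viability at or below 30%; inactive = viability above 30%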;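 note: 100% = median luminescence of DMSO-only cell control wells on each plate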
CYP2C19 activ: activators of human cytochrome P450 2C19; activation factor at 5 µM; recombinant CYP2C19, luciferin-H EGE luminescence; hits give high values; 0 = fully inhibited enzyme, 1 = untreated enzyme; 96,000 tested, under 10 active; AID 1025;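 active = activation factor of at least 2 at 5 µM in the primary screen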;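 note: 0 = wells with 2.5 mM tranylcypromine and 1 = vehicle-only wells; values of inactives mirror those of a sister screen read the other way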
Lung fibro prol: blocks proliferation of human lung fibroblasts; LL 47 human lung fibroblast viability, ATP luminescence; hits give low values; viability, % at 10 µM; actives 1.1% (n = 85,000); AID 719;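 active = viability at or below 50% in the single dose screen; inactive = viability above 50%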;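 note: compound exposure lasted 72 h before the ATP readout; 100% = median luminescence of untreated cell-only wells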
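Test system: LL 47 human lung fibroblasts / Incubation: 72 h compound exposure at 37 °C after overnight plating / Technique: luminescent ATP detection, CellTiter-Glo / Compound dosing: 0.1% DMSO in all compound wells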
Mac1 fbg enh: increases human CD11b/CD18 adhesion to fibrinogen; P05107+P11215; K562 CD11b/CD18 adhesion to fibrinogen, ATPlite luminescence; activation, % at 10 µM; actives 0.07% (n = 93,000);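 active = 10 µM primary screen giving 50% or more activity, confirmed by 40% or more on retest at that dose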; note: strong numbers were not always called active
ERa SRC1 pot: ER-alpha (human) coactivator binding potentiation; TR-FRET ERalpha-LBD/SRC-Cy5 coactivator binding, 2 h; 100 = basal binding, no effect; P03372; actives 1.3% (n = 86,000); AID 639; coactivator binding (% of control), % at 25.6 µM; in the data active = activity above about 200%;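 note: binding measured in presence of low estradiol as agonist stimulus; 0% = peptide alone without receptor and 100% = receptor with peptide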
H69AR growth 86K: growth inhibitors of human H69AR lung tumor cells; H69AR lung tumor viability, ATP luminescence, 72 h; hits give low values; viability, % at 10 µM; actives 6% (n = 85,000);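 active = viability at or below 40%; inactive = viability above 40%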;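 note: multidrug resistant small cell line overexpressing MRP-1 efflux transporter; 100% = mean luminescence of untreated control wells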
Mac1 fbg inh: CD11b/CD18-fibrinogen binding inhibition. K562 CD11b/CD18 adhesion to fibrinogen, ATPlite luminescence; Mn2+ added to activate the integrin. inhibition, % at 10 µM. actives 0.54% (n = 93,000). AID 1497;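 active = primary inhibition of 50% or more at 10 µM, then 40% or more on retest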; note: some results filed as inactive read as strong as hits
* marks the source's active call; other numbers are inactive results; . = not tested or not shown; [ ] = remark or other dose. This is a random part of the collection; any-hit rate near 26%.

SMILES	CYP2C19 inh	ERa SRC1 inh	HUVEC prolif 384	CYP2C19 activ	Lung fibro prol	Mac1 fbg enh	ERa SRC1 pot	H69AR growth 86K	Mac1 fbg inh
CCn1nc(C(=O)NC2=NCCS2)c2ccccc2c1=O	12.2	-0.9	2.7*	0.9	93.3	-1.5	113.4	97.9	1.7
O=C(C1CCCCN1S(=O)(=O)c1ccc(F)cc1)N1CCN(c2ccccc2F)CC1 (stereo not drawn)	39.0	.	.	0.6	.	1.9	.	.	2.1
CCN(CC)C(=O)NC1CC2CCCC(C1)N2Cc1ccccc1 (stereo not drawn)	-15.7	-5.1	104.9	1.2	97.2	-3.0	136.8	91.0	5.8
O=C(O)c1ccc(CNCc2ccccc2Cl)cc1	26.3	.	.	0.7	.	-7.7	.	.	-1.3
Cc1cc2nc(-c3ccc(NC(=O)c4cccnc4)cc3)oc2cc1C	-3.8	14.8	94.9	1	92.8	10.4	137.8	73.2	-13.3
Cc1ccc(-n2ncc3c(NCCCN4CCOCC4)ncnc32)c(C)c1	-11.2	-4.1	96.7	1.1	97.4	-0.4	124.3	60.0	-3.1
O=C1N=C(c2ccccc2)C(c2ccccc2)N1 (stereo not drawn)	-11.4	.	.	1.1	.	-7.4	.	.	-0.4
COc1cc(/C=N/NC(N)=O)ccc1OC(=O)c1ccc(C)cc1	-8.9	.	.	1.1	.	-2.8	.	.	-10.9
Cc1ccc(S(=O)(=O)N(CC(=O)N2CCCC2)C2CCCCC2)cc1	.	-5.7	87.3	.	97.0	.	116.6	87.2	.
Nc1nc(C23CC4CC(CC(C4)C2)C3)cs1	40.8	-2.5	91.1	0.6	105.3	-4.4	151.7[fluorescence artefact?]	93.3	-0.5
Cc1ccc(CN(C(=O)c2csnn2)C(C(=O)NC2CCCC2)c2ccc(C)o2)cc1 (stereo not drawn)	.	-6.8	93.0	.	88.2	.	94.6	53.0	.
COC(=O)CC(C(=O)Nc1cc(C(=O)OC)cc(C(=O)OC)c1)N1CCN(C)CC1 (stereo not drawn)	.	-5.3	95.8	.	95.8	.	94.9	94.4	.
Clc1ccc(N2COC3c4cccc5cccc(c45)C32)cc1 (stereo not drawn)	.	-6.4	94.5	.	80.4	.	121.2	82.1	.
CCCCN(CC)C(=O)/C=C/c1cccc([N+](=O)[O-])c1	30.7	.	.	0.7	.	-1.5	.	.	-9.9
COc1ccc(NC(=O)C2CCCN(S(=O)(=O)c3ccc4c(c3)oc(=O)n4C)C2)c(OC)c1 (stereo not drawn)	51.4*	-3.6	96.8	0.5	102.8	3.6	122.1	89.0	1.5
CCOC(=O)Cc1csc(NC(=O)c2ccncc2)n1	78.5*	-7.8	103.5	0.2	97.6	.	96.6	100.3	.
O=C(NCCCn1ccnc1)c1ccco1	14.6	-5.1	95.0	0.9	107.3	-1.3	90.2	104.0	-29.8
COc1cc2c(C(=O)Nc3ccc4c(c3)OCO4)cn(CC(C)C)c(=O)c2cc1OC	1.5	-1.8	91.3	1	99.5	0.0	109.0	92.5	-7.6
Cn1c(-c2ccc3c(c2)OCO3)cnc1NC(=O)CCC(=O)NCCc1ccccc1	-15.9	-3.6[fluorescence artefact?]	111.2	1.2	103.6	-1.2	93.0[fluorescence artefact?]	92.9	-5.7
COC(=O)C(Cc1cnc(Cl)s1)(C(=O)OC)c1ccc([N+](=O)[O-])cc1	91.4*	0.5[fluorescence artefact?]	102.2	0.1	90.1	-0.7	97.7	67.5	0.0
Cc1ccc2nc(-c3ccc(O)cc3)c(Nc3ccc4c(c3)OCCO4)n2c1	41.8	28.5	79.7	0.6	95.8	6.0	119.2[fluorescence artefact?]	64.4	-16.5
Oc1ccc(CNC2CCCCC2)cc1	-3.9	-6.7	99.7	1	91.2	.	106.0	99.3	.
Cc1ccc(C(=O)CC2(O)C(=O)N(C)c3ccc(Br)cc32)c(C)c1 (stereo not drawn)	62.5*	-1.2	82.6	0.4	86.5	2.8	111.0	36.4*	26.7
COc1ccc(Cc2nnc(SCC(=O)NC(C)c3ccccc3)o2)cc1 (stereo not drawn)	26.4	-7.1	94.2	0.7	.	-7.4	110.1	76.2	-7.1
CCCCC(CCC(=O)Nc1ccccc1C(=O)OCC)C(=O)O (stereo not drawn)	-11.0	11.4	96.6	1.1	102.5	4.2	122.7	98.8	-5.2
CN1CCN(c2ncnc3c2sc2nc(N4CCOCC4)c4c(c23)CCC4)CC1	.	-10.8	86.3	.	99.6	.	104.6	96.6	.
Cc1[nH]n(-c2ccc(F)cc2)c(=O)c1/C=N/c1sc2c(c1C#N)CCCC2	16.3	.	.	0.8	.	-10.8	.	.	35.0
CC(=O)c1c(C)n([O-])c2ccc(C)cc2[n+]1=O	-6.3	6.0	94.3	1.1	105.8	-4.9	99.5	78.7	-11.4
Cc1ccc(CN2CCC(C(=O)NCCC(C)C)CC2)o1	4.0	0.2[fluorescence artefact?]	90.3	1	99.0	0.9	112.8	76.8	6.9
O=C(O)c1ccccc1C(=O)Nc1ccccc1	19.1	-4.5	105.7	0.8	106.6	.	99.8	102.2	.
COc1cc2c(cc1OC)C(C(=O)N1CCN(c3ccccc3)CC1)C(c1cccs1)N(C)C2=O (stereo not drawn)	11.6	7.0[fluorescence artefact?]	91.0	0.9	90.1	1.9	102.2	87.4	-1.8
Cc1cccc(NC(=S)N(C)C2(c3ccccc3Cl)CCCCC2=O)c1 (stereo not drawn)	96.6*	.	.	0	.	5.8	.	.	8.0
O=C(Nc1cccc(Cl)c1)NC1CCCCC1	22.2	.	.	0.8	.	-3.1	.	.	-3.9
CCCCOc1ccc(C2CC(=O)NC2=O)cc1 (stereo not drawn)	43.7	1.1	106.5	0.6	89.3	-0.6	111.2	99.8	22.3
CCC(c1nnnn1C(C)(C)C)N(Cc1cccs1)Cc1cc2cc(C)c(C)cc2n2nnnc12 (stereo not drawn)	.	1.4	98.0	.	83.3	.	99.9	80.9	.
Cc1nc(=O)c(-c2ccccc2)c(C)n1CCCO	-6.8	-8.0	100.8	1.1	99.1	-6.8	143.4[fluorescence artefact?]	.	-4.2
Nc1nc(N2CCCCC2)nc(N2CCCCC2)n1	28.5	13.4	97.0	0.7	94.7	-0.9	98.8	98.4	1.0
Cn1c(=O)cc(SCC(=O)Nc2ccc3c(c2)OCO3)c2ccccc21	9.5	-35.1	97.7	0.9	99.6	-3.2	102.0	85.9	1.5
N=c1c2c3c(sc2nc2n1CCC2)CCCC3	-17.5	1.3	101.1	1.2	95.8	-0.7	100.1	84.1	-3.4
CCOC(=O)N1CCN(c2c(NCCCN(CC)c3cccc(C)c3)c(=O)c2=O)CC1	36.3	-4.6	95.5	0.6	107.5	-2.0	108.9	66.5	-18.3
O=c1[nH]c2ccccc2c(=O)n1CCCO	-8.2	2.0[fluorescence artefact?]	99.4	1.1	95.3	-3.3	110.3	102.0	-3.5
O=C(CSc1nnnn1-c1ccccc1)c1cc2ccccc2oc1=O	40.4	6.9	86.8	0.6	102.1	17.8	86.3	101.5	-1.8
CC1(C)CC(=O)C2=C(C1)OC(N)=C(C#N)C21CCC2(CC1)OCCO2	1.5	-49.9	98.2	1	96.8	-3.5	107.4	100.0	-10.5
O=C(CCCOc1ccccc1)NCC1CCCO1 (stereo not drawn)	26.6	4.0	95.3	0.7	93.2	-3.0	110.0	103.5	4.8
CCC(C)[C@H](NC(=O)NCc1ccccc1Cl)C(=O)OC (stereo partly drawn)	25.9	-2.2	94.0	0.7	99.9	-3.5	119.4	96.6	6.8

The closing three entries of the part above open the next one.
SMILES	CYP2C19 inh	ERa SRC1 inh	HUVEC prolif 384	CYP2C19 activ	Lung fibro prol	Mac1 fbg enh	ERa SRC1 pot	H69AR growth 86K	Mac1 fbg inh
CC1(C)CC(=O)C2=C(C1)OC(N)=C(C#N)C21CCC2(CC1)OCCO2	1.5	-49.9	98.2	1	96.8	-3.5	107.4	100.0	-10.5
O=C(CCCOc1ccccc1)NCC1CCCO1 (stereo not drawn)	26.6	4.0	95.3	0.7	93.2	-3.0	110.0	103.5	4.8
CCC(C)[C@H](NC(=O)NCc1ccccc1Cl)C(=O)OC (stereo partly drawn)	25.9	-2.2	94.0	0.7	99.9	-3.5	119.4	96.6	6.8
COC(=O)Nc1ccc(S(=O)(=O)N2CCCC(C(=O)Nc3cccc4c3OCCO4)C2)cc1 (stereo not drawn)	63.9*	-4.2	93.2	0.4	92.6	4.2	110.6	75.8	-13.6
O=C(Nc1ccc(N2CCN(C(=O)c3ccco3)CC2)cc1)c1ccccc1F	5.9	-9.5	96.3	0.9	98.5	-0.4	117.1[fluorescence artefact?]	58.4	18.2
C=CCn1c(SCCN2CCCCC2)nc2c1c(=O)[nH]c(=O)n2C	3.0	4.2	102.3	1	95.8	0.5	108.6	90.3	-28.7
COCCNC(=O)c1cc2cc(Br)cc(OC)c2oc1=O	-11.3	-30.6	88.0	1.1	95.4	-2.0	117.0	82.3	17.4
Cc1nc(-c2cccc(S(=O)(=O)N3CC(C)OC(C)C3)c2)cs1 (stereo not drawn)	77.1*	-3.7	94.7	0.2	100.0	1.9	123.6[fluorescence artefact?]	90.9	19.1
CCN(CC)CCN1C(=O)C(=O)/C(=C(/O)c2ccc(OC)c(OC)c2)C1c1ccccn1 (stereo not drawn)	-1.7	-9.1	87.5	1	99.1	-2.1	111.5	91.9	-10.5
O=S(=O)(c1ccccc1)N1CCN(c2ncccn2)CC1	45.5	-5.4	97.3	0.5	97.4	-6.7	105.1[fluorescence artefact?]	98.7	13.4
COc1ccc(Cn2cnc3sccc3c2=O)cc1	45.6	.	.	0.5	.	8.5	.	.	0.0
O=C(CSCc1ccc(Cl)cc1)N1CCCCC1	76.3*	5.3[fluorescence artefact?]	90.7	0.2	102.7	-1.7	130.7	93.6	18.2
COC(=O)COc1ccc(NC(=O)C2CCCO2)cc1 (stereo not drawn)	17.5	-22.6	92.0	0.8	94.1	-4.2	103.6	104.5	6.8
COC(=O)c1ccccc1NC(=O)NCc1ccc2c(c1)OCO2	52.2*	-10.6	96.5	0.5	98.3	0.2	133.7	93.5	8.7
CC1Oc2ccccc2N(CC(=O)c2cccc(Cl)c2)C1=O (stereo not drawn)	96.9*	.	.	0	.	-2.1	.	.	-6.0
CCNCc1nc2cc(OC)c(OC)cc2c(=O)[nH]1	12.9	.	.	0.9	.	-1.7	.	.	-4.9
Cc1ccc2[nH]c(C(=O)O)c(-c3ccccc3)c2c1	-5.5	-8.9	99.5	1.1	96.7	30.0	107.4	107.3	-5.6
CCN1C(=O)c2cccc3c(S(=O)(=O)Nc4nc(C)cs4)ccc1c23	22.6	.	.	0.8	.	-3.2	.	.	4.7
COCCn1nnnc1C(c1ccccc1Cl)N1CCN(c2ccccc2OC)CC1 (stereo not drawn)	54.0*	-6.9	100.5	0.5	98.3	-1.1	112.3	97.7	-4.3

An excerpt from above in order of count of non-hydrogen atoms, falling:
SMILES	CYP2C19 inh	ERa SRC1 inh	HUVEC prolif 384	CYP2C19 activ	Lung fibro prol	Mac1 fbg enh	ERa SRC1 pot	H69AR growth 86K	Mac1 fbg inh
COC(=O)Nc1ccc(S(=O)(=O)N2CCCC(C(=O)Nc3cccc4c3OCCO4)C2)cc1 (stereo not drawn)	63.9*	-4.2	93.2	0.4	92.6	4.2	110.6	75.8	-13.6
CCN(CC)CCN1C(=O)C(=O)/C(=C(/O)c2ccc(OC)c(OC)c2)C1c1ccccn1 (stereo not drawn)	-1.7	-9.1	87.5	1	99.1	-2.1	111.5	91.9	-10.5
Cc1ccc2[nH]c(C(=O)O)c(-c3ccccc3)c2c1	-5.5	-8.9	99.5	1.1	96.7	30.0	107.4	107.3	-5.6
